Bioassay records deposited in PubChem by National Center for Advancing Translational Sciences (NCATS).
A549 viability: Nrf2 qHTS screen for inhibitors: counterscreen for cytotoxicity. Potency, µM (series often up to 46 µM), for inactives: at the top dose activity change, negative = cytotoxicity, most hits filed as inhibitors. 390,000 tested, 0.16% active. AID 504648, 2011. A549 ARE-Fluc cells, CellTiter-Fluor viability, 18-24 h; further: on the % scale 0 is the no-effect control and ±100 the full control effect
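A549 ARE-Fluc cells in 5% FBS OPTI-MEM, 5000 cells/well, rested 2 h then exposed to compounds in concentration-response for 18-24 h at 37 °C. Viability by CellTiter-Fluor fluorescence (Ex 405/Em 525) after 30 min; luciferase luminescence (BugLite, 15 min, RT) read afterwards.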
Nrf2 activator: qHTS of Nrf2 Activators; AREc32 ARE-luciferase reporter (MCF7-derived line), luminescence, 24 h; Potency, µM (titrated, usually from 46.1 µM), inactives show top-dose activation, usual class: activators; 410,000 tested, 0.31% active; AID 624171, 2012; further: % of control where 0% means no effect; nearly all actives have a fitted effect of over 65% in size
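ARE activation measured as luciferase luminescence (Steady-Glo, 30 min RT) in AREc32_Fluc cells after 24 hr compound exposure at 37 deg C, 5% CO2; cells seeded overnight at 1000/well in OPTI-MEM, 5% FBS.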
ATXN viability: Viability Counterscreen for Primary qHTS for Inhibitors of ATXN expression | Potency, µM (top dose mostly 56.7 µM), hits mostly cytotoxic | AID 651635, 2014 | 400,000 tested, 0.49% active | S2 cells (HEK-293 line with an ATXN2-luciferase reporter) viability, CellTiter-Fluor protease fluorescence, 24 h; further: nearly all actives have a fitted effect of over 40% in size
TGFb SMAD3 inh: qHTS for Inhibitors of TGF-b. HepG2 CAGA-GFP TGF-b/SMAD3 reporter, GFP fluorescence, 18 h; TGF-beta stimulated, 500 pg/mL final. Potency, µM (titrated, usually from 46.1 µM), inactives show at the top dose activity, negative = inhibition, usual class: inhibitors. 410,000 tested, 1.2% active; further: on the % scale 0 is the no-effect control and ±100 the full control effect; nearly all actives have a fitted effect of over 65% in size
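GFP signal (ex488/em500-530) from TGF-beta-stimulated HEPG2 CAGA-GFP cells, 500 pg/mL final, 18 h at 37 degrees C in DMEM plus 1% FBS, normalized to unstimulated and DMSO-stimulated controls.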
EPAC2 antag: qHTS for Antagonist of cAMP-regulated guanine nucleotide exchange factor 2 (EPAC2): primary screen. Potency, µM (top dose mostly 114 µM), for the others: top-dose activity, negative = inhibition, actives largely listed as inhibitors. EPAC2 GEF exchange of Rap1B-BODIPY-GDP, fluorescence. 360,000 tested, 0.18% active. Rap guanine nucleotide exchange factor 4 (Homo sapiens), Q8WZA2; further: on the % scale 0 is the no-effect control and ±100 the full control effect; nearly all actives have a fitted effect of over 45% in size; many of its hits are not listed in these tables
Target sequence (Q8WZA2 whole entry, looked up): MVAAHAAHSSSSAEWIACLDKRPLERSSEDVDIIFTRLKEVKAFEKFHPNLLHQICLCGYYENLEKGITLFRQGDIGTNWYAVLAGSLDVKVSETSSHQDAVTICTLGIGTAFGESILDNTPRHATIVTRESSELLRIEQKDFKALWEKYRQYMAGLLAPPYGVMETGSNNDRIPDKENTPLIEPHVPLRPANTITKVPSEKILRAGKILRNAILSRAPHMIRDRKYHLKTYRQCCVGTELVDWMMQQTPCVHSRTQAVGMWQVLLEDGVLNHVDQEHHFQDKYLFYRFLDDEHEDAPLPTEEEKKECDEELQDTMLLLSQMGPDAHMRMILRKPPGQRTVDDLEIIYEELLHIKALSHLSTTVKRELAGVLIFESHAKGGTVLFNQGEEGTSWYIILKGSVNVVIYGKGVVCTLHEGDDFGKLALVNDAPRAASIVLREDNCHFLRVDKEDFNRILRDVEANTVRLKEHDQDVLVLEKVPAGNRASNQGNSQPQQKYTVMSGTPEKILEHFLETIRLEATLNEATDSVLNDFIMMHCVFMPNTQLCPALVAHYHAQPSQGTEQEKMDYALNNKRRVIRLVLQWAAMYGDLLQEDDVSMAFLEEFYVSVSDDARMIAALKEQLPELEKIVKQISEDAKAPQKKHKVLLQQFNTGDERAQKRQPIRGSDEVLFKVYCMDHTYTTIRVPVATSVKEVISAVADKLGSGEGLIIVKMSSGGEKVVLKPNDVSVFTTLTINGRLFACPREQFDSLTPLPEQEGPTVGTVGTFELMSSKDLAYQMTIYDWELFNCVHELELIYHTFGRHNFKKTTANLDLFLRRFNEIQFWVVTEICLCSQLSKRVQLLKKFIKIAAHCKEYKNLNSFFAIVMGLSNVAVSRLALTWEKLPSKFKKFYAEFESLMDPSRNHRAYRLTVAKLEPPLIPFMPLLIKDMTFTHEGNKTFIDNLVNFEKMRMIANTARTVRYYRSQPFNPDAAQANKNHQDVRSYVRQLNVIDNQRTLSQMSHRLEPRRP
Nrf2 inh: Nrf2 qHTS screen for inhibitors; Potency, µM (titrated, usually from 46 µM), for the others: at the highest dose activity change, negative = inhibition, actives largely listed as inhibitors; A549 ARE-Fluc reporter, luciferase luminescence, 18-24 h; 360,000 tested, 2.1% active; AID 504444, 2011; further: on the % scale 0 is the no-effect control and ±100 the full control effect; nearly all actives have a fitted effect of over 60% in size
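Cells were seeded and rested 2 h, then exposed to compounds for 18-24 h. CellTiter-Fluor was read first as a viability measure. BugLite was added 15 min before the final luminescent read of ARE-luciferase activity in A549 cells.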
ATXN2 expr inh: Primary qHTS for Inhibitors of ATXN expression; HEK-293 ATXN2-luciferase reporter, luminescence, 24 h; 360,000 tested, 0.72% active; Potency, µM (doses to about 57 µM), for inactives: at the top dose activity change, negative = inhibition, actives largely listed as inhibitors; further: on the % scale 0 is the no-effect control and ±100 the full control effect; nearly all actives have a fitted effect of over 55% in size
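qHTS (up to 57 uM final) was run with 24 h compound exposure of reporter cells at 37 °C. Each well was multiplexed: SteadyGlo luminescence measured ATXN2-luciferase expression after a fluorogenic Gly-Phe-AFC viability readout (25 uM final).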
HepG2 tox: qHTS for Inhibitors of TGF-b: Cytotox Counterscreen; 410,000 tested, 0.76% active; HepG2 CAGA-GFP viability, ATP luminescence, 18 h; Potency, µM (series often up to 46.1 µM), for inactives: top-dose activity change, negative = cytotoxicity, hits mostly cytotoxic; further: some results filed as inactive show a strong effect at the top dose
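CellTiter-Glo luminescence gave cytotoxicity after 18 hours at 37 degrees C. The cells were HepG2 CAGA-GFP in 1% FBS DMEM, stimulated with 500 pg/mL TGF-beta after compound addition. %Activity was normalised to no-cell wells (complete cell-killing) and DMSO (no toxicity), and curves were fitted and classified.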
MCF10A rerep: A quantitative high throughput screen for small molecules that induce DNA re-replication in MCF 10a normal breast cells. MCF 10A DNA re-replication, Hoechst nuclear intensity, 48 h. Potency, µM (doses to about 46.1 µM), for inactives: at the highest dose activity, positive = re-replication, usual class: activators. 350,000 tested, 2.9% active; further: % of control where 0% means no effect; nearly all actives have a fitted effect of over 50% in size
Starred values were filed as active, the others as inactive; i = inactive; ? = inconclusive; · = not tested or not shown; [ ] = remark or other dose. The call rests on the fitted dose curve; in most records, active means well fitted curve in the direction sought with a large enough effect; inconclusive means small, poorly fitted or top-dose-only effect, or another doubt; inactive means no such curve, though single readings can be large; an effect the other way counts as inactive or inconclusive. Potency means the concentration at half of the fitted maximal effect. Not all compounds are listed, so the mix of outcomes need not match the whole.

Under each structure: A549 viability | Nrf2 activator | ATXN viability | TGFb SMAD3 inh | EPAC2 antag | Nrf2 inh | ATXN2 expr inh | HepG2 tox | MCF10A rerep
1	Cc1ccc(C(=O)N2CCCCCC2)cc1S(=O)(=O)Nc1ccccc1
→ 5% | -0.4% | i | -8% | -5% | -24% | -3% | -4% | 2%
2	O=C1CCC([N+](=O)[O-])C(C2CC=CCC2)N1 (stereo not drawn)
→ 11% | -0.2% | i | 0% | 1% | 7% | -9% | 15% | 0%
3	COc1ccc(C(=O)N2CCN(Cc3nc(CC4CC4)no3)CC2)cc1
→ 2% | 0.1% | i | -13% | 1% | 5% | -21% | -5% | -3%
4	CCC(=O)NC1(C(F)(F)F)C(=O)NC(C)=C1C#N (stereo not drawn)
→ -2% | 0.4% | i | -4% | 18% | 13% | 2% | -3% | -2%
5	Cc1ccc(NC(=O)CS(=O)CC(=O)N(C2CCCC2)C(C)C(=O)NC2CCCCC2)cc1 (stereo not drawn)
→ -5% | 2.7% | i | -16% | -3% | -4% | -11% | -9% | -5%
6	CCOC(=O)N1C2=NC(C(=O)OC)=C(C(=O)OC)[C@@H]3N(Cc4ccccc4)c4ccccc4[C@]23C[C@H]1C(=O)OC
→ -5% | -0.8% | ? | 1% | -17% | 2% | -2% | -6% | -3%
7	CC1CCC(n2c(=S)[nH]c3ccccc3c2=O)CC1 (stereo not drawn)
→ -7% | 3.3% | i | 5% | -4% | -19% | 2% | -13% | ?
8	O=C(NCCCCc1ccccc1)c1ccccc1Br
→ 2% | 2.7% | i | 3% | -5% | 10% | · | 1% | -2%
9	Nc1c(Br)c(=O)[nH]c(=O)n1-c1ccc(F)cc1
→ -3% | 1.9% | i | 1% | 2% | -3% | -2% | -3% | 5%
10	CC(C)Cn1nc(NS(=O)(=O)c2cccc3nonc23)c2cc3ccccc3nc21
→ -18% | 2.4% | ? | -1% | ? | -1% | 3% | 0% | -2%
11	COc1ccc(CNC(=O)COc2cc3c(c4oc(=O)cc(C)c24)CCC(C)(C)O3)cc1
→ -15% | 8.3% | i | -26% | -14% | ? | -20% | -16% | ?
12	Cc1ccc(CNC(=O)C2CCC(CNc3nc(=S)[nH]c4ccccc34)CC2)cc1 (stereo not drawn)
→ -6% | 2.0% | i | ? | 12% | ? | -37% | -2% | 23µM*
13	CCOC(=O)Cn1c(=NC(=O)C(C)C)sc2c(C)cc(C)cc21
→ ? | -0.1% | i | 1% | -17% | 0% | -12% | 3% | 4%
14	CCCCn1cnc2c(c1=O)c1nc3ccccc3nc1n2Cc1ccc2c(c1)OCO2
→ 3% | -3.5% | i | 7% | 5% | 5% | 6% | 2% | 1%
15	O=C(COc1ccccc1Cl)Nc1ccc(S(=O)(=O)Nc2ccccn2)cc1
→ 5% | -0.5% | i | -35% | 28% | ? | -25% | -17% | 2%
16	COc1ccc(C(=O)NCS(=O)(=O)c2ccc(C)cc2)cc1
→ -6% | -0.2% | i | 1% | 1% | 0% | -5% | -11% | 0%
17	CCCOc1ccc(N2C(=O)CC(NCCc3ccc(S(N)(=O)=O)cc3)C2=O)cc1 (stereo not drawn)
→ 0% | -0.3% | i | -17% | 1% | 5% | -1% | -11% | -1%
18	Nc1nc(CN2CCN(c3ccccc3F)CC2)nc(Nc2ccc3c(c2)OCCO3)n1
→ 5% | 4.4% | i | -10% | -19% | -3% | 5% | -21% | ?
19	CC1CCN(S(=O)(=O)N2CCC(C(=O)NCc3cccnc3)CC2)CC1
→ 1% | -2.6% | i | -3% | -1% | -16% | -19% | -3% | 2%
20	Cc1nnc(SCC(=O)NCc2ccccc2Cl)n(N)c1=O
→ 1% | 0.0% | i | -11% | 18% | 4% | 6% | 12% | -1%
21	COc1cc2c(cc1OC)C1=C(C#N)CN(C3CCCCC3)CN1CC2
→ 3% | 5.7% | i | -7% | -9% | -16% | -15% | -50% | 3%
22	Cc1cccc(NC(=O)CSc2cccc3cccnc23)c1
→ 11% | 16% | · | ? | -4% | -8% | · | -65% | 2%
23	COc1ccc(S(=O)(=O)Nc2nc3ccccc3s2)cc1
→ -5% | 0.0% | i | 3% | -1% | -8% | 7% | -16% | -3%
24	C=CCNCCOCCOc1ccc(C)cc1[N+](=O)[O-]
→ 0% | 0.5% | i | -1% | 6% | 14% | 3% | 4% | 13%
25	CCC(=O)N1CCc2cc(CNC(=O)c3cccc(N(C)C)c3)ccc21
→ 4% | -0.2% | · | 0% | · | · | · | -17% | ·
26	NC(=O)C[n+]1ccc(/C=N/O)cc1
→ -2% | -0.8% | · | 1% | -10%[57.1 µM] | -11% | · | 0% | 0%
27	CNC(=O)NC(=O)COC(=O)c1ccc(-n2c(C)ccc2C)cc1
→ -1% | -0.4%[9.22 µM] | i | 5% | 19% | 4% | 10% | -24% | ?
28	CC(C)C[C@@H]1CN=C(N)N1C[C@@H]1CCCN1C[C@H](C)N1C[C@@H](Cc2ccccc2)N(CCc2ccc(Cl)c(Cl)c2)C1=N
→ 7% | -1.2% | i | -3% | 29% | 7% | 5% | -5% | -29%
29	COc1ccc(Cl)cc1NC(=O)C1CCCN(S(C)(=O)=O)C1 (stereo not drawn)
→ 1% | -0.9% | i | 7% | 18% | 7% | -19% | 15% | -4%
30	CCN(CC)C(=O)c1ccc(CS(=O)(=O)Cc2ccccc2)cc1
→ 1% | 0.0% | i | 1% | -6% | ? | -33% | -9% | 1%

A draw from above in order of molar mass, high to low.
Under each structure: A549 viability | Nrf2 activator | ATXN viability | TGFb SMAD3 inh | EPAC2 antag | Nrf2 inh | ATXN2 expr inh | HepG2 tox | MCF10A rerep
6	CCOC(=O)N1C2=NC(C(=O)OC)=C(C(=O)OC)[C@@H]3N(Cc4ccccc4)c4ccccc4[C@]23C[C@H]1C(=O)OC
→ -5% | -0.8% | ? | 1% | -17% | 2% | -2% | -6% | -3%
11	COc1ccc(CNC(=O)COc2cc3c(c4oc(=O)cc(C)c24)CCC(C)(C)O3)cc1
→ -15% | 8.3% | i | -26% | -14% | ? | -20% | -16% | ?
10	CC(C)Cn1nc(NS(=O)(=O)c2cccc3nonc23)c2cc3ccccc3nc21
→ -18% | 2.4% | ? | -1% | ? | -1% | 3% | 0% | -2%
12	Cc1ccc(CNC(=O)C2CCC(CNc3nc(=S)[nH]c4ccccc34)CC2)cc1 (stereo not drawn)
→ -6% | 2.0% | i | ? | 12% | ? | -37% | -2% | 23µM*
19	CC1CCN(S(=O)(=O)N2CCC(C(=O)NCc3cccnc3)CC2)CC1
→ 1% | -2.6% | i | -3% | -1% | -16% | -19% | -3% | 2%
29	COc1ccc(Cl)cc1NC(=O)C1CCCN(S(C)(=O)=O)C1 (stereo not drawn)
→ 1% | -0.9% | i | 7% | 18% | 7% | -19% | 15% | -4%
30	CCN(CC)C(=O)c1ccc(CS(=O)(=O)Cc2ccccc2)cc1
→ 1% | 0.0% | i | 1% | -6% | ? | -33% | -9% | 1%
27	CNC(=O)NC(=O)COC(=O)c1ccc(-n2c(C)ccc2C)cc1
→ -1% | -0.4%[9.22 µM] | i | 5% | 19% | 4% | 10% | -24% | ?

(list continues)
Under each structure: A549 viability | Nrf2 activator | ATXN viability | TGFb SMAD3 inh | EPAC2 antag | Nrf2 inh | ATXN2 expr inh | HepG2 tox | MCF10A rerep
31	COC(=O)C1=C(C)N(C2CCCCC2)C(=O)C1
→ 1% | -0.5% | ? | 0% | 4% | -12% | -4% | -31% | 5%
32	O=C(CCCOc1ccc(Cl)cc1)Nc1nncs1
→ 2% | 0.3% | i | 17% | 5% | -30% | -6% | -13% | 9%
33	Cc1ccc(-c2nc3cccnc3o2)cc1NC(=O)COc1ccc(C(C)(C)C)cc1
→ -27% | -3.4% | ? | ? | -22% | · | ? | -23% | 18µM*
34	CCOC(=O)C1=C(C)N=c2s/c(=C3\C(=O)Nc4ccccc43)c(=O)n2C1c1ccc2c(c1)OCO2 (stereo not drawn)
→ · | 4.4% | ? | -13% | 1% | ? | 9% | 7% | 3%
35	CCOc1ccc2nc(-c3cc(NC(C)=O)ccc3O)sc2c1
→ -5% | 7.3% | i | 4% | 4%[57.1 µM] | 0% | · | 8% | -10%
36	CC(C(=O)N1CCCCC1)N1CCN(S(=O)(=O)c2ccc(Cl)cc2)CC1 (stereo not drawn)
→ 1% | 0.5% | i | -1% | 6% | -16% | -9% | 14% | ?
37	Cc1ccnc2nc(C(=O)OCC(=O)Nc3ccc4c(c3)OC(F)(F)O4)nn12
→ 5% | -0.5% | i | -2% | 7% | ? | -8% | 3% | 0%
38	CS(=O)(=O)N1CCC(C(=O)Nc2ccc(Oc3ccccc3)cc2)CC1
→ 0% | -0.3% | i | -7% | -3% | ? | -21% | 0% | 9.2µM*
39	CCOC(=O)Cc1c(C)[nH]c(=S)[nH]c1=O
→ 0% | 0.4% | i | 7% | -6% | 7% | -26% | -7% | 1%
40	CCC1=C(OC(=O)N(CC)CC)N2C(=O)OC(=NCC3CC3)[C@]2(Cc2ccccc2)[C@H]2C1=CC[C@H]1C(=O)NC(=O)[C@H]12
→ ? | 7.8% | i | 6% | -18% | 2% | 5% | -2% | ?
41	CN1C2CCC1/C(=C\c1ccccc1F)C(=O)/C2=C/c1ccccc1F
→ -9% | ? | ? | 0% | -7% | -25% | -36% | -27% | ?
42	CCNC(=S)N1CCN(Cc2ccccc2)CC1
→ 1% | 0.2% | i | 9% | 8% | 8% | 2% | -4% | -5%
43	Cc1ccc(NC(=O)c2cccc(N3C(=O)C4C5C=CC(C5)C4C3=O)c2)cc1C (stereo not drawn)
→ -2% | 0.4% | ? | 4% | 3% | -21% | -7% | -13% | -2%
44	CC(=O)C1=C(c2ccccc2)NC(=O)NC1c1ccc(O)c(O)c1 (stereo not drawn)
→ 1% | 0.2% | i | 22% | -1% | -18% | -4% | 3% | -1%
